SV40 large T antigen: SV40 large T antigen inhibitors, biochemical (AID 1903); 310,000 tested, 0.39% active; inhibition, % at 20 µM, or IC50 in µM where a hit was titrated; SV40 large T antigen ATPase/helicase inhibition assay; higher % means a stronger effect; in the data active = a potency from the dose series; also: strong numbers were not always called active
HEK293 NOD2/NF-kB: NOD2 signaling inhibitors, cell-based, luminescence, uHTS, HEK293 (AID 1566). 290,000 tested, 0.63% active. HEK293 NOD2/NF-kB luciferase reporter, luminescence; higher % means a stronger effect. one-dose inhibition, % at 4 µM; EC50 in µM for titrated hits; also: many of its hits are not listed in these tables
HIV fusion peptide: inhibitors of HIV fusion peptide binding, primary screen, biochemical, uHTS, fluorescence dequenching (AID 1986); cell-free peptide binding, fluorescence dequenching, 30 min; higher % means a stronger effect; inhibition, % at 20 µM, or IC50 in µM where a hit was titrated; 290,000 tested, 0.3% active; in the data active = inhibition mostly above about 52%, no sharp cut-off; inactive = mostly below about 76%; also: some results filed as inactive read as strong as hits
GPR55 beta-arrestin: GPR55 agonists via beta-arrestin recruitment, primary screen, imaging, U2OS cells, beta-arrestin-GFP redistribution (AID 1961). one-dose activation, % at 10 µM; EC50 in µM for titrated hits. G-protein coupled receptor 55 (Homo sapiens). U2OS GPR55 beta-arrestin-GFP redistribution imaging; higher % means a stronger effect. 290,000 tested, 0.048% active;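 active = activation above 40% with more than 50 cells counted in the well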;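 also: U2OS osteosarcoma cells stably expressing GPR55 and beta-arrestin-GFP; plate controls were DMSO negative control for no effect and LPI positive control for full effect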
NOD1 NF-kB reporter: NOD1 signaling inhibitors, primary screen, cell-based, luminescence, uHTS (AID 1578); NOD1-driven NF-kB luciferase reporter cells, luminescence; higher % means a stronger effect; one-dose inhibition, % at 4 µM; EC50 in µM for titrated hits; 290,000 tested, 1% active; in the data active = inhibition mostly above about 36%, no sharp cut-off; inactive = mostly below about 34%;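 also: HEK-293T reporter cells stimulated with the NOD1 agonist gamma-tri-DAP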
KOR beta-arrestin-1: KOR antagonists, beta-arrestin recruitment, cell-based, luminescence, uHTS (AID 1778); inhibition, % at 10 µM, or IC50 in µM where a hit was titrated; Kappa-type opioid receptor (Homo sapiens); KOR beta-arrestin recruitment, luminescence, antagonist mode; higher % means a stronger effect; 290,000 tested, 0.091% active; also: strong numbers were not always called active
GPR55 LPI antagonism: GPR55 antagonists blocking LPI-driven arrestin recruitment, primary screen, imaging, U2OS, beta-arrestin-GFP, LPI agonist (AID 2013); 290,000 tested, 0.13% active; G-protein coupled receptor 55 (Homo sapiens); inhibition, % at 10 µM, or IC50 in µM where a hit was titrated; U2OS GPR55 beta-arrestin-GFP translocation imaging, LPI antagonism; higher % means a stronger effect;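 active = spots per cell inhibited over 60%, with over 100 cells counted and total cytoplasm intensity under 500,000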;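 also: U2OS cells stably carrying GPR55 and arrestin-GFP stimulated by 5 µM LPI near EC80; imaged beta-arrestin-GFP aggregate spots per cell after agonist stimulation; plate controls were LPI-stimulated DMSO wells for no effect and DMSO wells without LPI for full effect; some results filed as inactive read as strong as hits; confirmed hits need IC50 under 10 µM and bright autofluorescent wells are also inconclusive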
KOR beta-arrestin-2: KOR agonists, beta-arrestin recruitment, primary screen, cell-based, luminescence, uHTS (AID 1777) | KOR beta-arrestin recruitment, luminescence; higher % means a stronger effect | activation, % at 10 µM; hits with a dose series show EC50 in µM | 280,000 tested, 0.02% active; in the data active = activation above about 50%, passing the limit was not always enough; also: a part of the inactive calls stands beside numbers as strong as those of hits
MgcRacGAP inhibition: MgcRacGAP GTPase-activating activity inhibitors, confirmation, biochemical, ADP Hunter fluorescence. AID 624330, 2012. Rac GTPase-activating protein 1 (Homo sapiens). MgcRacGAP-stimulated Rac1 GTP hydrolysis, ADP Hunter fluorescence; higher % means a stronger effect; GST-tagged Rac1 F28L mutant substrate. 340,000 tested, 0.6% active. inhibition, % at 30 µM, or IC50 in µM where a hit was titrated;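 active = first-screen hits whose inhibition reached a set limit at any dose in the follow-up dose series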;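 also: fluorescence reports GDP produced by GAP-driven GTP hydrolysis; strong numbers were not always called active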
* hit, by the source's call; . = no result given; [ ] = dose if it differs, or a comment. Rule as the data show it, unless noted: active = inhibition above about 50%; inactive = the rest.

SMILES | SV40 large T antigen | HEK293 NOD2/NF-kB | HIV fusion peptide | GPR55 beta-arrestin | NOD1 NF-kB reporter | KOR beta-arrestin-1 | GPR55 LPI antagonism | KOR beta-arrestin-2 | MgcRacGAP inhibition
O=C(COC(=O)c1ccccc1O)Nc1cc([N+](=O)[O-])ccc1Cl | 7% | 22% | 0.5% | -0.6% | 5% | 7% | 0% | 3.8% | 8%
COc1cc(/C=N/NC(=O)CNC(=O)c2ccncc2)ccc1OC(C)=O | 8% | 8% | -0.1% | 0.0% | -17% | 4% | -2% | -4.8% | 13%
CCOc1ccc(S(=O)(=O)NC(=O)c2ccccc2)cc1 | 7% | -16% | 2.4% | -0.1% | -30% | 8% | 18% | -3.8% | 5%
COc1ccc(NC2CCCN(C(=O)CCN3CCCC3=O)C2)cc1OC (stereo not drawn) | 34% | 4% | 0.7% | 0.2% | -13% | 5% | 6% | -0.3% | 293µM*
c1csc(-c2nc(-c3ccc(-c4ccon4)s3)no2)c1 | 17% | -140% | 2.0% | 0.0% | -4% | 21% | 21% | -2.5% | -12%
CC1CN(S(=O)(=O)c2cccc(C(=O)NCCCn3ccnc3)c2)CC(C)O1 (stereo not drawn) | 5% | 20% | 0.8% | -0.2% | -8% | 17% | -6% | 3.3% | 5%
COc1ccc2c(=O)c3c(=O)n(Cc4ccco4)c(-c4ccc(C)cc4)nc3oc2c1 | 8% | 28% | -1.6% | 0.2% | 10% | 1% | 8% | -1.3% | 5%
Cc1cccc(-c2nc(CSCC(=O)N3CCN(c4ccccn4)CC3)c(C)o2)c1 | 7% | 41% | -0.8% | 0.0% | 45% | 17% | 14% | -3.5% | 5%
Cc1cccc(N2CCN(C(=O)c3cccc(N4CCCC4=O)c3)CC2)c1C | 14% | 24% | 0.6% | -0.2% | -8% | -15% | 12% | -3.4% | 6%
Cc1ccc(S(=O)(=O)NCc2ccc(C(=O)NC3CC3)cc2)cc1 | 7% | 10% | 1.4% | -0.1% | -11% | 16% | 4% | 1.6% | 9%
CSCC(=O)NC1CCCc2c1cnn2-c1ccc(C)c(C)c1 (stereo not drawn) | 1% | 5% | 1.8% | -0.3% | 13% | -36% | 5% | 0.5% | 10%
COCc1cc(=O)[nH]c(SCC(=O)N2CCOCC2)n1 | 7% | -8% | -0.6% | -0.1% | -28% | -20% | 12% | 5.5% | 4%
Cc1ccc(S(=O)(=O)N2CCN(Cc3nc4sc5c(c4c(=O)[nH]3)CCCC5)CC2)cc1 | 5% | -6% | 4.3% | -0.1% | 5% | -9% | -5% | 7.3% | 7%
CC(C)COc1cccc(C(=O)Nc2ccc(S(=O)(=O)N3CCOCC3)cc2)c1 | 2% | 16% | -2.7% | 0.0% | 4% | 27% | 10% | -1.4% | 0%
COc1ccc(C(=O)C2CCCN(S(=O)(=O)N(C)C)C2)c(C)c1 (stereo not drawn) | 0% | -5% | -0.3% | -0.1% | 13% | 28% | 2% | 1.7% | 6%
CCOC(=O)C1(Cc2ccccc2)CCN(Cc2cnn(C(C)C)c2)CC1 | 79% | -14% | -1.3% | 0.4% | -16% | -1% | 15% | -9.5% | -3%
COc1cc(Cl)cc(/C=C/c2ccc3ccccc3n2)c1OC(C)=O | -7% | -135% | 1.0% | 0.1% | -13% | 14% | 5% | 5.1% | 8%
CC(C)c1cc(C(=O)Nc2cc(Br)ccc2O)no1 | 3% | -24% | 1.8% | -0.1% | -8% | -20% | -2% | -0.7% | 8%
CCOC(=O)N1CCC(N2CCN(Cc3ccc(F)c(F)c3)C(CCO)C2)CC1 (stereo not drawn) | 1% | -16% | 0.8% | 0.2% | -20% | -30%[20 µM] | 11% | . | 2%
O=C(C1CCC(=O)N(C2CC2)C1)N1CCC(Oc2cccc(F)c2)CC1 (stereo not drawn) | 9% | -10% | 4.6% | -0.1% | -33% | -12% | 12% | -2.2% | -1%
CCOc1ccccc1/C=N/NC(=O)CNC(=O)c1cccs1 | 4% | 9% | 2.7% | 1.2% | -26% | 13% | 4% | -2.8% | 3%
Cn1nc(C(=O)N2CCN(S(=O)(=O)/C=C/c3ccccc3)CC2)c2ccccc2c1=O | 4% | 21% | 0.4% | -0.3% | -1% | 8% | -10% | -0.7% | 13%
CCCCN1C(=O)Nc2ccccc2S1=O (stereo not drawn) | -1% | 9% | 0.8% | -0.3% | -12% | -2% | 7% | 2.9% | 9%
O=C(Cc1ccc(F)cc1)N1CCN(c2ccc(F)cc2)CC1 | 9% | -2% | 0.4% | -0.1% | -34% | -13%[20 µM] | 1% | 4.8% | 5%
CCNC(=O)CN(c1ccc(C)cc1)S(=O)(=O)c1ccc(SC)cc1 | 1% | -1% | 0.0% | 0.1% | -20% | -24% | -4% | -5.1% | 7%
O=C(NC1CC1)C1CCN(C2CCN(C(=O)c3ccc4cccc(F)c4n3)CC2)CC1 | 8% | 9% | -0.8% | 0.3% | -25% | 6%[20 µM] | 3% | . | 2%
CCCCCCCN(C(=O)CCl)c1ccccc1C | 12% | -1% | 2.9% | -0.1% | 27% | 34% | 13% | -2.1% | 8%
CC(C)NC(=O)Nc1n[nH]c(Nc2ccc(Cl)cc2)n1 | 15% | 2% | -0.1% | -0.1% | 3% | 35% | 14% | 0.0% | 20%
C=CCn1c(SCc2nnc(-c3ccccc3)o2)nnc1C(O)c1ccccc1 (stereo not drawn) | 3% | 7% | -0.3% | -0.1% | -12% | -21% | -26% | -0.5% | -1%
Cc1c(NC(=O)CCC(=O)N2CCCCC2)c(=O)n(-c2ccccc2)n1C | -5% | 16% | 4.3% | 0.8% | -19% | -5% | 2% | -0.9% | 20%

A section of the results above:
SMILES | SV40 large T antigen | HEK293 NOD2/NF-kB | HIV fusion peptide | GPR55 beta-arrestin | NOD1 NF-kB reporter | KOR beta-arrestin-1 | GPR55 LPI antagonism | KOR beta-arrestin-2 | MgcRacGAP inhibition
O=C(Cc1ccc(F)cc1)N1CCN(c2ccc(F)cc2)CC1 | 9% | -2% | 0.4% | -0.1% | -34% | -13%[20 µM] | 1% | 4.8% | 5%
CCNC(=O)CN(c1ccc(C)cc1)S(=O)(=O)c1ccc(SC)cc1 | 1% | -1% | 0.0% | 0.1% | -20% | -24% | -4% | -5.1% | 7%
O=C(NC1CC1)C1CCN(C2CCN(C(=O)c3ccc4cccc(F)c4n3)CC2)CC1 | 8% | 9% | -0.8% | 0.3% | -25% | 6%[20 µM] | 3% | . | 2%
CCCCCCCN(C(=O)CCl)c1ccccc1C | 12% | -1% | 2.9% | -0.1% | 27% | 34% | 13% | -2.1% | 8%
CC(C)NC(=O)Nc1n[nH]c(Nc2ccc(Cl)cc2)n1 | 15% | 2% | -0.1% | -0.1% | 3% | 35% | 14% | 0.0% | 20%
C=CCn1c(SCc2nnc(-c3ccccc3)o2)nnc1C(O)c1ccccc1 (stereo not drawn) | 3% | 7% | -0.3% | -0.1% | -12% | -21% | -26% | -0.5% | -1%
Cc1c(NC(=O)CCC(=O)N2CCCCC2)c(=O)n(-c2ccccc2)n1C | -5% | 16% | 4.3% | 0.8% | -19% | -5% | 2% | -0.9% | 20%

Going on with the list.
SMILES | SV40 large T antigen | HEK293 NOD2/NF-kB | HIV fusion peptide | GPR55 beta-arrestin | NOD1 NF-kB reporter | KOR beta-arrestin-1 | GPR55 LPI antagonism | KOR beta-arrestin-2 | MgcRacGAP inhibition
CN1CCN(C2CC(=O)N(Cc3ccc(N4CCCC4=O)cc3)C2=O)CC1 (stereo not drawn) | 2% | -3% | -1.7% | 0.2% | 4% | -12% | -3% | 7.4% | 9%
COc1cccc(C(=O)Nc2c3c(nn2-c2ccc([N+](=O)[O-])cc2)CS(=O)(=O)C3)c1 | 4% | 32% | 0.5% | 0.1% | 3% | 6% | 9% | -7.4% | 11%
Cn1nc(N)c2c(-c3ccc(Cl)cc3)c(C#N)c(N)nc21 | 3% | -41% | -2.8% | 0.4% | 23% | 14% | 11% | -2.7% | 0%
O=C(O)c1ccc(Cl)c(S(=O)(=O)N2CCC(Cc3ccccc3)CC2)c1 | 15% | 18% | 30% | -0.2% | 11% | -37% | 2% | 1.1% | 8%
Clc1nc(-c2ccccc2)cc(-c2ccccc2)n1 | 20% | 0% | -1.1% | 0.3% | 17% | -21% | 3% | 6.1% | 4%
COc1ccccc1C(=O)N1CCN(C(=O)c2ccncc2)CC1 | 1% | -8% | 2.0% | 0.3% | 22% | -17% | -11% | 1.6% | 2%
Cc1ccc(NC2=NCC(=O)N2Cc2ccc3c(c2)OCO3)cc1 | 14% | -3% | -1.3% | -0.1% | 10% | 14% | -12% | -7.1% | 6%
Cc1cccc(N(CC(=O)NC(C)(C)C)C(=O)CS(=O)CC(=O)Nc2ccc(F)cc2)c1 (stereo not drawn) | 5% | 17% | -1.6% | 0.2% | -26% | 29%[20 µM] | -14% | . | 5%
Oc1c(C(c2ccc(Cl)cc2)N2CCCC2)cc(Cl)c2cccnc12 (stereo not drawn) | -3% | . | 4.8% | 0.0% | . | -14% | 3% | 3.1% | -3%
Oc1ccc2oc3c(c2c1/C=N/n1cnnc1)CCCC3 | 4% | 28% | 56% | 0.4% | 60%* | -15% | 19% | 2.0% | 3%
O=C(CSc1ccc(-c2nc3ccccc3[nH]2)cn1)Nc1ccc2c(c1)OCCO2 | 4% | -4% | -1.2% | 0.0% | -11% | -33% | 1% | -1.1% | 7%
COC(=O)c1scc2c(=O)cc(C(F)(F)F)[nH]c12 | 11% | 2% | 16% | -0.3% | -10% | 4% | -3% | 3.8% | 6%
O=C(COc1ccccc1F)Nc1nnc(C2CCCC2)s1 | 16% | -12% | 0.6% | 0.2% | -53% | -20% | 2% | 1.7% | 10%
CC(=O)c1ccc(NC(=O)CCc2ccc(C)o2)cc1 | 8% | -2% | 2.2% | -0.1% | -41% | 4% | 0% | 0.7% | -1%
COc1cc(C)c(CN2CCN(C(C)C(=O)NC(C)c3ccccc3)CC2)cc1OC (stereo not drawn) | 6% | -6% | -2.1% | 0.3% | 19% | -64% | 19% | 2.4% | 4%
CCN(CC)C(=O)C(=O)c1cn(CC(=O)NCc2ccc3c(c2)OCO3)c2ccccc12 | 3% | 8% | -1.8% | -0.1% | -28% | 6%[20 µM] | 7% | -7.8% | 1%
CC(=O)c1cnc2c(-c3ccccc3)c(C(F)(F)F)nn2c1C | 0% | 13% | 3.5% | -0.1% | -20% | -18%[20 µM] | 9% | . | -14%

Screening data: PubChem, several laboratories

A portion of the library (hit frequency here may not be typical).
